ATG4B inhibitor – ATG4B (human) cysteine protease inhibition | inhibition, % at 8.33 µM | 340,000 tested, 0.51% active | AID 504462 | Q9Y4P1 | ATG4B cleavage of LC3-PLA2, NBD-HPC fluorescence, 1 h; in the data active = inhibition above about 40%
Target sequence (Q9Y4P1 whole entry, looked up): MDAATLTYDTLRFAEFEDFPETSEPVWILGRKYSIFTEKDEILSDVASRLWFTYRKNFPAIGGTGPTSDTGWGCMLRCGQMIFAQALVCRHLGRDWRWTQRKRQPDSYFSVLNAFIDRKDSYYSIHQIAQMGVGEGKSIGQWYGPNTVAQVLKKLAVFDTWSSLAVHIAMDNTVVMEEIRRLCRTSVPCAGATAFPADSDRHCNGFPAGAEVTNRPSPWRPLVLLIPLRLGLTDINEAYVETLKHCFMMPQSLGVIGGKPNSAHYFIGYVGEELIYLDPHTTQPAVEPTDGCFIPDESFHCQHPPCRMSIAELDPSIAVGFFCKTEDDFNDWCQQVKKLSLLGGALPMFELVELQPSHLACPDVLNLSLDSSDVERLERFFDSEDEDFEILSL
NR3A LBD binder – modulators (binders) of human NR3A ligand-binding domain | NR3A LBD differential scanning fluorimetry, Tm shift; 0% = protein alone, 100% = glycine-bound protein | Tm shift relative to glycine control, % at 25 µM | 340,000 tested, 2.5% active;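 active = melting temperature shift of at least 10% of the positive control shift, at one fixed dose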
PfGluPho inh – PfG6PD (Plasmodium falciparum) enzyme inhibition | 350,000 tested, 0.78% active | PfGluPho enzyme, NADPH resazurin-diaphorase fluorescence | inhibition, % at 20 µM;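 active = inhibition reaching at least a set limit at 20 µM in the primary screen, cut at about 59% in these data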;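 note: 0% = DMSO wells with substrate and 100% = DMSO wells lacking glucose-6-phosphate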
HKDC1 inh – HKDC1 (human) hexokinase inhibition; Q2TB90; recombinant HKDC1, G6PDH/diaphorase resazurin coupled fluorescence; inhibition, % at 20 µM; 340,000 tested, 0.16% active; AID 493160;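 active = inhibition above about 35% when tested at 20 µM, limit read from the data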;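 note: plate controls were DMSO wells with enzyme for no effect and DMSO wells lacking enzyme for full effect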
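Assay system – recombinant HKDC1 (HK5) hexokinase enzyme, produced in-house · Input – HKDC1 at 5 µg/mL · Reagent – glucose plus 1 mM ATP as hexokinase substrates · Timing – 90 min reaction incubation at room temperature, dark · Measured by – G6PDH/diaphorase-coupled fluorescence, 1 mM NADP, 100 µM resazurin, 525/613 nm · Benchmarks – DMSO-enzyme wells negative, buffer-substituted wells positive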
SENP8 inh – inhibitors of human SENP8 protease. recombinant SENP8, Nedd8 substrate fluorescence. Q96LD8. 360,000 tested, 0.64% active. inhibition, % at 20 µM; in the data active = inhibition mostly above about 40%, no sharp cut-off; inactive = mostly below about 27%
Target sequence (Q96LD8 whole entry, looked up): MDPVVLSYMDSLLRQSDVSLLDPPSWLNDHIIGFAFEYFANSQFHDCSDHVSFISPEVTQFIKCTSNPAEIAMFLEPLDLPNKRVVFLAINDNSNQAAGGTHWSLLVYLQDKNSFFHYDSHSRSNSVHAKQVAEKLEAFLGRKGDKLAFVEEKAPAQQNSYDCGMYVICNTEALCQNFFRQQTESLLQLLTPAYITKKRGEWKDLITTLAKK
SENP6 block – blocks the human protease SENP6 | Q9GZR1 | Recombinant SENP6 catalytic domain, aminoluciferin luminescence | inhibition, % at 10 µM | 330,000 tested, 1.8% active;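 active = inhibition above about 50% at the single tested dose, limit read from the data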;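 note: plate controls were DMSO wells with enzyme for no effect and DMSO wells lacking enzyme for full effect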
SENP7 block – blocks the human protease SENP7; recombinant SENP7, Z-RLRGG-aminoluciferin luminescence, 40 min; 330,000 tested, 1.5% active; Q9BQF6; inhibition, % at 5 µM;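 active = inhibition above about 50% at the single test dose, limit read from the data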;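 note: plate controls were DMSO with enzyme for no effect and no enzyme buffer wells for full effect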
Target sequence (Q9BQF6 706-1050 limits assumed): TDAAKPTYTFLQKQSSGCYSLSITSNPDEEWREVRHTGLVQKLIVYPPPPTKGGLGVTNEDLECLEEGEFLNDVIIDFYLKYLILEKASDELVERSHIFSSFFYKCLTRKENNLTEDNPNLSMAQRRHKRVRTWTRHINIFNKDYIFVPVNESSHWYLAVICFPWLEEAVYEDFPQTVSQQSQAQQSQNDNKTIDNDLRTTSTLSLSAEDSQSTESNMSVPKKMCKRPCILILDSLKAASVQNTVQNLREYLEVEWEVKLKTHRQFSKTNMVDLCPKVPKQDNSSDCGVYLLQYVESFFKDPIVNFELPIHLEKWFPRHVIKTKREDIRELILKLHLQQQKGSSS
MPTP block – blocks calcium-induced mitochondrial swelling; isolated mouse mitochondria, Ca2+ swelling absorbance, 30 min; inhibition, % at 10 µM; 360,000 tested, 1.4% active;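 active = inhibition of 50% or more, scaled per plate between neutral and stimulator controls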;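 note: 0% = DMSO wells given calcium and 100% = 1 mM EGTA wells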
Numbers without * were called inactive; . = no result given. This is a random part of the collection, and some 6.9% of all compounds hit somewhere here.

no.	compound	ATG4B inhibitor	NR3A LBD binder	PfGluPho inh	HKDC1 inh	SENP8 inh	SENP6 block	SENP7 block	MPTP block
1	COc1cc2c(cc1OC)C(C)N(C(=O)/C=C/c1cc(OC)c(OC)c(OC)c1)CC2 (stereo unspecified)	-5.8	0.0	-2.2	-1.2	-65.0	1.6	7.2	0.0
2	COC(=O)CCCCC1SCC2NC(=O)NC21O (stereo unspecified)	-7.7	0.5	18.9	-2.7	5.2	-20.0	-1.2	-1.8
3	CC(=O)N1Cc2ccccc2CC1C(=O)O (stereo unspecified)	-1.6	3.9	13.5	0.2	24.0	-6.1	-1.4	-1.7
4	O=C(c1cc2ccccc2o1)N1CCCCCC1	-0.3	2.1	-0.1	-4.6	19.4	15.5	5.3	-0.2
5	CC(=O)C1=CN(Cc2ccccc2)CCC1=O	2.5	-1.5	5.1	-4.0	9.0	.	.	-0.7
6	CCCCCc1ccc(-c2cn(Cc3ccc([N+](=O)[O-])cc3)nn2)cc1	-6.9	-0.5	19.0	4.1	9.7	-11.0	-16.7	1.8
7	COc1ccc(CN2CCN(C(=O)c3ccc(S(=O)(=O)NCc4ccco4)cc3)CC2)cc1	-6.8	3.2	-4.4	-1.6	4.9	-19.0	9.0	0.3
8	CCc1ccc(-c2nc(CS(=O)CC(=O)NCc3ccco3)c(C)o2)cc1 (stereo unspecified)	-3.0	0.1	16.6	-2.7	-25.4	-10.4	0.2	-2.0
9	NC1=NC(=O)C(Cc2ccc(F)cc2)S1 (stereo unspecified)	9.6	3.1	-17.8	-2.5	11.0	3.8	-2.5	-0.1
10	CC(=O)Nc1cccc(-c2csc(NCc3ccccc3)n2)c1	-4.9	-6.8	6.3	-6.1	8.4	-31.0	-8.3	-1.8
11	COc1cc(/C=C/C(=O)O)ccc1OCc1ccc([N+](=O)[O-])cc1	-7.2	-0.6	-12.4	5.4	8.6	19.3	-3.1	0.8
12	CCOc1ccc(NS(=O)(=O)c2cc(C(=O)NCCCN3CCOCC3)ccc2C)cc1	-0.1	-1.3	0.3	3.1	6.6	-17.1	-8.7	-0.9
13	Cc1noc(C)c1C(=O)NNc1ccc(C(C)C)cc1	-9.7	1.5	7.0	0.8	29.7	-13.4	-11.2	1.0
14	CCOC(=O)C1CCN(S(=O)(=O)CCNC(=O)c2ccc(F)cc2)CC1	-13.6	3.1	0.7	-5.6	17.6	3.4	-0.4	-1.9
15	CCSc1nc2cc(OC)c(OC)cc2c(=O)n1CC	-6.4	3.5	-6.6	1.8	21.9	-4.2	-3.4	3.6
16	CC(=O)Nc1ccc(NC(=O)CCS(=O)(=O)c2ccc3c(c2)oc(=O)n3C)cc1	-1.5	-3.8	3.2	-2.2	9.4	-0.1	0.8	-1.0
17	CCCSc1nc(=O)n2cc(C)ccc2n1	-6.1	0.4	-1.6	-14.5	-72.4	-14.2	6.1	-1.0
18	Cc1nnc(NC(=O)c2c(-c3ccccc3Cl)noc2C)s1	2.8	-2.2	-4.4	-6.7	12.7	-7.8	-4.6	-2.2
19	C#CCOCCOCCOCCNc1nc(N2CCOCC2)nc(N2CCN(C(=O)[C@H](CCCCN)n3cc([C@@H](N)CO)nn3)CC2)n1	0.3	7.7	10.6	5.3	14.5	-1.3	1.5	-1.8
20	COc1cc2c3nnc(-c4ccc(F)cc4)c-3cn(Cc3ccccc3)c2cc1OC	-7.8	-24.1	7.9	6.4	-396.9	-2.2	-2.2	2.9
21	Nc1cccc2nsnc12	-2.5	1.2	43.8	20.8	48.5*	40.1	23.5	-0.5
22	Cc1ccc(NC(=O)[C@@H](C)NC(=O)[C@@H]2Cc3ccccc3CN2)cc1	0.7	5.9	-0.2	-3.7	8.3	13.9	-0.2	-3.0
23	COc1ccc(C(=O)N2CCCC(Nc3ccc(C)c(C)c3)C2)cc1 (stereo unspecified)	9.7	0.2	13.1	0.3	0.1	-1.6	-4.4	0.0
24	O=C(Nc1ccc(Cl)c(Cl)c1)Nc1ccccc1C(=O)O	1.7	17.8*	29.2	-3.5	-262.5	99.9*	100.5*	28.2
25	O=S(=O)(c1cc(-c2nnc(-c3ccc(Br)cc3)o2)ccc1Br)N1CCCCCC1	1.8	2.3	-22.1	2.8	-5.1	4.7	0.2	1.0
26	Cc1ccccc1OCC(=O)N/N=C/c1ccncc1	2.1	-0.6	4.7	-6.8	7.3	-0.6	8.6	0.5
27	COc1ccccc1NC(C)=O	-8.5	0.9	4.3	-4.2	23.1	-18.7	-8.7	-1.4
28	N#Cc1ccc(S(=O)(=O)N2CCN(CC(=O)NCC3(N4CCOCC4)CCCCC3)CC2)cc1	-11.4	3.9	11.5	-2.0	16.6	8.2	-5.0	-1.3
29	CCNc1nc(NCC)n2c(SCC(=O)Nc3c(C)cccc3C)nnc2n1	-5.9	0.5	-6.3	-4.1	6.0	7.9	-0.9	0.1
30	Cc1nc(-c2ccc(NC(=O)Cc3ccccc3)cc2)cs1	-1.4	2.5	15.0	-5.0	17.8	18.5	9.5	0.0
31	COc1cc(C2CC(=O)Nc3n[nH]c(-c4ccccc4)c32)cc(OC)c1OC (stereo unspecified)	-9.8	-0.7	-0.1	-4.7	.	-5.9	-2.7	.
32	CN(CC(=O)Nc1ccc(N2CCOCC2)cc1)Cc1c(O)ccc2ccccc12	-12.3	1.1	8.2	10.5	-63.7	-20.4	6.5	-1.9
33	COC(=O)[C@@]1(Cc2ccc(OC)cc2)[C@H]2c3cc(C(=O)N(C)C)n(CCSCCO)c3C[C@H]2CN1C(=O)c1ccccc1	-4.3	-2.3	-18.5	-3.1	-10.7	-2.5	-3.7	-0.5
34	O=C(O)CSc1nnc(-c2ccc3c(c2)OCO3)o1	10.2	-1.0	-4.0	-4.5	1.2	1.2	-5.7	-0.4
35	Cc1cc(/C=C2\SC(=S)NC2=O)c(C)n1C	12.6	-5.4	15.2	12.8	2.6	-4.5	-6.7	3.5
36	COc1ccc(OCc2cc(C(=O)N(C)CC3CCCCO3)no2)c(Cl)c1 (stereo unspecified)	1.5	3.1	-0.6	1.6	5.0	-2.3	5.3	0.7
37	COC(=O)[C@H](CC(C)C)N1Cc2cc(OC)cc(OC)c2-c2ccccc2S1(=O)=O	-3.8	4.7	64.5*	2.1	-104.1	.	-2.9	-0.4
38	Cc1ccc(S(=O)(=O)Nc2ccncc2)c(C)c1N(C)S(=O)(=O)c1ccc(Cl)cc1	2.1	2.2	-7.9	-6.7	2.7	12.9	-8.0	-0.8
39	Cc1ccc(/C=N\NC(=O)C2CN(S(=O)(=O)c3ccccc3)CCN2S(=O)(=O)c2ccccc2)cc1 (stereo unspecified)	-21.3	5.0	14.8	0.7	3.1	-4.9	-6.7	2.8
40	COc1ccccc1NC(=O)CCSc1nc(C)cs1	1.3	-0.3	-3.8	-4.9	7.1	2.4	-6.0	-0.1
41	COc1ccc(OC)c(-c2csc(NC(=O)C3c4ccccc4Oc4ccccc43)n2)c1	-7.5	2.7	-7.9	-1.7	10.3	-7.5	4.1	1.5
42	Cc1cccc(C2N(c3ccc(F)cc3)C(=O)C3CCCN32)c1 (stereo unspecified)	7.1	-1.0	-2.4	1.3	5.2	-0.1	2.9	0.3
43	Cc1cc(C)n2nc(N)nc2n1	6.3	-0.1	0.9	-3.8	0.6	.	.	-0.3
44	O=C(Cc1ccccc1)NNC(=O)Nc1ccccc1	-0.9	-0.6	-5.6	1.2	8.9	17.9	8.8	0.3
45	Cc1ccc(N(C(C)C(=O)Nc2cc(Cl)ccc2Oc2ccccc2)S(C)(=O)=O)cc1 (stereo unspecified)	1.4	-2.6	17.8	0.9	6.7	-15.9	3.7	3.1
46	COc1ccc(OC)c(Nc2nnc(C)c(=O)[nH]2)c1	-1.0	0.0	4.1	-8.1	.	-23.2	-8.0	.
47	Nc1nc(-c2ccc3c(c2)OCCO3)cs1	-14.5	2.3	-10.1	-4.4	9.2	31.2	2.8	-4.6
48	O=C(N1CCOCC1)N1CCOCC1	-14.0	-1.9	-3.2	-8.3	6.8	-1.2	9.5	2.0
49	Cc1cc(C)c(S(=O)(=O)Nc2cccc3nsnc23)c(C)c1	5.2	-10.8	37.8	1.8	-48.6	1.4	-0.4	0.2
50	O=C(CC12CC3CC(CC(C3)C1)C2)Nc1c(F)cccc1F	7.1	2.0	2.8	1.8	6.0	9.2	-0.7	0.1
51	O=C(CN1C(=O)C2C3C=CC(C3)C2C1=O)OCC(=O)c1ccc([N+](=O)[O-])cc1 (stereo unspecified)	-0.2	1.2	59.4*	-3.6	11.3	13.8	-7.8	0.9
52	CCO[C@@H]1OC(C(N)=O)=C[C@H](c2ccc(Br)cc2)[C@H]1CCCO	1.2	2.6	3.1	1.0	18.2	-4.1	11.7	-0.3
53	CN(C)c1ccc(/C=N/n2c(-c3ccccc3Br)n[nH]c2=S)cc1	-9.8	1.8	39.1	2.4	-127.4	-12.6	2.8	6.1
54	N#Cc1ccc(C(=O)OCC(=O)NC2CCCC2)cc1	-2.1	0.0	-8.1	6.0	18.5	-4.7	-0.4	0.2
55	O=C(O)C1CCCCC1C(=O)Nc1cc(C(F)(F)F)ccc1Cl (stereo unspecified)	-5.4	-0.9	-3.9	-13.1	6.5	-14.4	-2.1	0.7
56	Cc1cc(NC(=O)COC(=O)c2ccccc2S(=O)(=O)N(C)c2ccccc2)no1	-6.1	-1.8	14.6	3.2	6.2	5.0	-0.3	1.7
57	O=C(NNS(=O)(=O)c1ccccc1[N+](=O)[O-])c1ccc(F)cc1	0.5	6.3	13.6	-0.5	-0.7	-1.8	1.4	-2.8
58	COc1ccc(NC(=O)CSc2nccn2C)c([N+](=O)[O-])c1	-8.2	-0.9	12.9	-2.6	4.4	-4.9	-3.9	0.5
59	Cc1ccccc1-c1nnc(SCC(=O)NC2CCCC2)n1C	-8.3	1.0	-3.2	-7.0	9.7	-1.4	-3.2	-0.8
60	CN1C(=O)CC(NNC(=O)c2ccc(Cl)cc2)C1=O (stereo unspecified)	-5.0	-0.9	-2.6	-2.8	6.2	-7.6	-3.8	1.3

Part of the list above, field by field.
56	Cc1cc(NC(=O)COC(=O)c2ccccc2S(=O)(=O)N(C)c2ccccc2)no1
  ATG4B inhibitor = -6.1; NR3A LBD binder = -1.8; PfGluPho inh = 14.6; HKDC1 inh = 3.2; SENP8 inh = 6.2; SENP6 block = 5.0; SENP7 block = -0.3; MPTP block = 1.7
57	O=C(NNS(=O)(=O)c1ccccc1[N+](=O)[O-])c1ccc(F)cc1
  ATG4B inhibitor = 0.5; NR3A LBD binder = 6.3; PfGluPho inh = 13.6; HKDC1 inh = -0.5; SENP8 inh = -0.7; SENP6 block = -1.8; SENP7 block = 1.4; MPTP block = -2.8
58	COc1ccc(NC(=O)CSc2nccn2C)c([N+](=O)[O-])c1
  ATG4B inhibitor = -8.2; NR3A LBD binder = -0.9; PfGluPho inh = 12.9; HKDC1 inh = -2.6; SENP8 inh = 4.4; SENP6 block = -4.9; SENP7 block = -3.9; MPTP block = 0.5

Other entries
no.	compound	ATG4B inhibitor	NR3A LBD binder	PfGluPho inh	HKDC1 inh	SENP8 inh	SENP6 block	SENP7 block	MPTP block
61	CC1CCN(C(=O)CSCC(=O)O)CC1	2.9	1.5	-3.8	0.5	15.3	0.8	2.8	0.1
62	CC1(C)Oc2ccc3ccc(=O)oc3c2/C(=C/O)C1=O	-1.7	-0.9	-11.4	1.5	-493.5	1.1	2.1	0.1
63	CCn1c(SCC(=O)Nc2ccccc2Cl)nnc1C1CC1	-0.5	1.0	-12.3	-5.2	3.7	-11.5	3.1	0.5
64	CCOc1ccc(NC(=O)CN(C)C(=O)c2ccccc2OCCOc2ccccc2)cc1OCC	-7.5	0.5	-12.0	2.0	4.9	-7.3	-1.1	1.0
65	CN(Cc1ccccc1F)C(=O)CN1CCN(S(=O)(=O)c2ccc3c(c2)OCCCO3)CC1	2.5	-0.3	7.0	-8.7	-4.6	-11.0	1.0	0.6
66	CC(C)(C)C(=O)CSc1nnc(-c2cccs2)n1CC1CCCO1 (stereo unspecified)	-2.7	-1.6	3.4	-2.9	5.2	-16.1	-1.3	2.1
67	COc1ccccc1C(=O)NC(=S)Nc1ccc2[nH]c(=O)[nH]c2c1	-1.3	-2.0	0.6	3.1	1.6	-14.6	5.4	-0.3

Assay outcomes: PubChem, Sanford-Burnham Center for Chemical Genomics
